ELG1 genotoxic = genotoxicity induction in ELG1-luciferase HEK293T cells. HEK293T ELG1-luciferase reporter, luminescence, 16 h. actives 1.3% (n = 330,000). Potency, µM (highest dose often 46 µM), for inactives: top-dose activity change, positive = activation, most hits filed as activators; also: potency is read from the fitted curve at half-maximal effect; % of control where 0% means no effect; nearly all actives have a fitted effect of over 60% in size
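Screening used a luciferase reporter fused to human ELG1 in HEK293T cells. Luminescence was read on a CCD plate imager after 16 hr exposure and 30 min ONE-Glo incubation.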
NPC1 prom act = NPC1 promoter activation; actives 2.4% (n = 320,000); Huh7 NPC1 promoter luciferase reporter, 24 h; Potency, µM (top dose mostly 9.22 µM), for the others: at the top dose activation, actives largely listed as activators;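 also: potency is read from the fitted curve at half-maximal effect; % of control where 0% means no effect; nearly all actives have a fitted effect of over 60% in size; reporter is driven by a mutant NPC1 promoter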
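Huh7 reporter cells (NPC1 promoter driving luciferase) are dosed with compound for 24 h at 37 °C, 5% CO2; luciferase detection reagent is then added and luminescence measured after 10 min at ambient temperature.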
RORgamma inh = ROR gamma (mouse) transcription inhibition | P51450 | Drosophila S2 Gal4-RORgamma UAS-luciferase reporter, 20 h | Potency, µM (titrated, usually from 53.6 µM), for inactives: at the top dose activity change, negative = inhibition, most hits filed as inhibitors | actives 5.4% (n = 310,000) | AID 2551; also: potency is read from the fitted curve at half-maximal effect; % is scaled to controls: 0 for no effect and ±100 for the full control effect; nearly all actives have a fitted effect of over 60% in size
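Stable Schneider cell line, Gal4 DNA-binding domain fused to ROR gamma, UAS-luciferase. Cmpd 1 hr RT → CuSO4 700 uM final → 20 hr RT → luciferase reagent 10 min → luminescence.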
BRCA1 expr up = activators of BRCA1 expression; MCF7-BRCA1-FFLuc reporter, luminescence, 48 h; response scale: scaled: vehicle 0%, 10 µM genistein 100%; actives 1.1% (n = 380,000); Potency, µM (top dose mostly 46.1 µM), for the others: at the highest dose activation, usual class: activators; also: potency is read from the fitted curve at half-maximal effect; nearly all actives have a fitted effect of over 80% in size; some results filed as inactive show a strong effect at the top dose
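MCF7-BRCA1-FFLuc cells, 2000/well in phenol-red-free MEM, attached 2 h then treated 48 h at 37 C. Luciferase luminescence read 15 min after reagent; normalized to genistein maximum activation (10microM) and DMSO, concentration-response fitted.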
TRPV1 agonist = human TRPV1 agonism | Q8NER1 | TRPV1-expressing cells, Fluo-8 calcium influx, agonist mode | activation, % at 8.33 µM | actives 0.19% (n = 320,000) | AID 540275; in the data active = activation above about 80%; inconclusive = between about 30% and that limit; also: 0% is about no effect
Target sequence (Q8NER1 whole entry, looked up): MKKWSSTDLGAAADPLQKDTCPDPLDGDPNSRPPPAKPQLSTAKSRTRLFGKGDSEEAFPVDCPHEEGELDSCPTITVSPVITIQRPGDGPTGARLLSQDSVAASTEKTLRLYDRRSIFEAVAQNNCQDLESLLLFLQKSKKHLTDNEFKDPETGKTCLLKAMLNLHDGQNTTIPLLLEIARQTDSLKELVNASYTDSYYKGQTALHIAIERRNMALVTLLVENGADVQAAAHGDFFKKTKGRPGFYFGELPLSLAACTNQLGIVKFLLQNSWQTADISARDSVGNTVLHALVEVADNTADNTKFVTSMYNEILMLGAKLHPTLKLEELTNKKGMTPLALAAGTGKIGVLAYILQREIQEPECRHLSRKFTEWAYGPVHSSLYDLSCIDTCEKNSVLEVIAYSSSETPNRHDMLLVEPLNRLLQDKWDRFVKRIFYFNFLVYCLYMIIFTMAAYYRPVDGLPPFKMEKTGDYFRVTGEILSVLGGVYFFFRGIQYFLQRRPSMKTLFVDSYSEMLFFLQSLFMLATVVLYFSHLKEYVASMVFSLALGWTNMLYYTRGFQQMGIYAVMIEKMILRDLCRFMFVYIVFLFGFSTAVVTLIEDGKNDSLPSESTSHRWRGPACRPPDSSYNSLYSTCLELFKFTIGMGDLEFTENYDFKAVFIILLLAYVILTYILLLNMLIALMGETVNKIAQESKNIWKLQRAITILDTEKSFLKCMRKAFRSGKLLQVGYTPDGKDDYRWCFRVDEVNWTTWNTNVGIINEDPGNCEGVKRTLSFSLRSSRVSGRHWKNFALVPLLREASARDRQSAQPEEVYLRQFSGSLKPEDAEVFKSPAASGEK
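TRPV1-expressing cells were cultured overnight at 35.5C and loaded with Fluo-8 calcium dye for 40 to 90 min at room temperature. After a 10 s baseline, compound was added and calcium influx was read kinetically for 3 min (ex 480/em 520 nm).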
p53 reactivation = restores transcriptional activity of mutant p53 | H1299 p53-A138V BP100-luciferase reporter, luminescence, 24 h | Potency, µM (titrated, usually from 92.2 µM), inactives show at the top dose activity change, positive = activation, usual class: activators | actives 0.063% (n = 320,000) | AID 504706; also: potency is read from the fitted curve at half-maximal effect; % of control where 0% means no effect; nearly all actives have a fitted effect of over 45% in size
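H1299 (p53-null), stable ts p53-A138V + BP100-Luc; 1000 cells/well, Opti-MEM/10% FBS; cpd 4 pt, 1:5; 24 h, 37 deg C, 5% CO2; detection reagent 10 min RT; luminescence.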
Tb PFK block = inhibitors of T. brucei phosphofructokinase; Potency, µM (top dose mostly 57.5 µM), for the others: at the highest dose activity, negative = inhibition, most hits filed as inhibitors; actives 0.17% (n = 330,000); T. brucei PFK, ADP-Glo luminescence; O15648; AID 485367;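 also: potency is read from the fitted curve at half-maximal effect; 0% = uninhibited 1x PFK enzyme wells and -100% = no-enzyme wells; nearly all actives have a fitted effect of over 60% in size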
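Luminescent ADP detection (ADP-Glo, two-step: ATP depletion then ADP-to-ATP conversion for luciferase) reported PFK activity after 45 min room-temperature reaction of 1.25 nM enzyme with 0.5 mM F6P and 0.1 mM ATP at pH 8.0.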
VP16 counter = Gal4-VP16 reporter inhibition counter-screen; actives 3.5% (n = 310,000); Potency, µM (top dose mostly 53.6 µM), inactives show at the highest dose activity, negative = inhibition, most hits filed as inhibitors; Drosophila S2 Gal4-VP16 UAS-luciferase, luminescence, 20 h;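 also: Gal4-VP16 expression switched on by copper sulfate through the metallothionein promoter; potency is read from the fitted curve at half-maximal effect; % is scaled to controls: 0 for no effect and ±100 for the full control effect; nearly all actives have a fitted effect of over 50% in size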
FLuc counter = counter-screen for miR-21 project: firefly luciferase inhibitors or activators | P08659 | purified FLuc, Km substrates, luminescence inhibition | Potency, µM (titrated, usually from 57.5 µM), inactives show at the top dose activity change, negative = inhibition, hits mostly inhibitors | actives 6.9% (n = 360,000);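 also: potency is read from the fitted curve at half-maximal effect; plate controls were vehicle for no effect and reference inhibitor for full effect; nearly all actives have a fitted effect of over 55% in size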
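Purified P. pyralis luciferase, 10 nM final, with Km-level 10 uM D-luciferin and 10 uM ATP in 50 mM Tris acetate pH 7.5, 10 mM Mg acetate, 0.01% Tween-20, 0.05% BSA; 6-point qHTS titration about 60 µM downward; luminescence read.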
ELG1 DNA repair = inhibitors of ELG1-dependent DNA repair in HEK293T cells | HEK293T ELG1-luciferase reporter, luminescence, 16 h; DNA damage induced by 5-fluorouridine | Potency, µM (doses to about 46.1 µM), for the others: top-dose activity change, negative = inhibition, most hits filed as inhibitors | actives 2.3% (n = 330,000); also: potency is read from the fitted curve at half-maximal effect; % is scaled to controls: 0 for no effect and ±100 for the full control effect; nearly all actives have a fitted effect of over 55% in size
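Overnight (16 hr) co-exposure of 2,000 cells/well to 5-fluorouridine and compound at 37 °C preceded detection. Luciferase was quantified via ONE-Glo luminescence; loss of signal denotes inhibition.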
Rab9 promoter act = activates the Rab9 promoter; Huh7 Rab9 promoter-luciferase reporter, luminescence, 24 h; Potency, µM (doses to about 9.22 µM), inactives show at the highest dose activation, negative = inhibition, hits mostly activators; actives 2.8% (n = 320,000); also: potency is read from the fitted curve at half-maximal effect; % of control where 0% means no effect; nearly all actives have a fitted effect of over 60% in size
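Stable Rab9-luc Huh7, 1500 cells/well, 2 h settle; cmpd in DMSO, 24 h, 37 °C/5% CO2; luciferase reagent 10 min RT; luminescence.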
Starred values were filed as active, the others as inactive; [ ] = another dose, or the depositor's remark. Unless noted, calls follow the shape of the dose curve; as a rule, active = well fitted curve in the direction sought with a large enough effect; inconclusive = small, poorly fitted or top-dose-only effect, or another doubt; inactive = no such curve, though single readings can be large; an effect the other way counts as inactive or inconclusive.

For COc1ccc(CNc2ncc(-c3ccc(Br)cc3)n2C)cc1OC the results were ELG1 genotoxic -11%, NPC1 prom act 2%, RORgamma inh -31%, BRCA1 expr up -4%, TRPV1 agonist 4, p53 reactivation 6%, Tb PFK block -1%, VP16 counter -16%, FLuc counter -2%, ELG1 DNA repair -32% and Rab9 promoter act 0%.
O=C(CNC(=O)c1cccs1)NCC(=O)OCc1ccccc1Br was read as ELG1 genotoxic 0%, NPC1 prom act -7%, RORgamma inh 5%, BRCA1 expr up -11%, TRPV1 agonist -3, p53 reactivation 18%, Tb PFK block -5%, VP16 counter 2%, FLuc counter -14%, ELG1 DNA repair 8% and Rab9 promoter act 0%.
Screening O=C1C2C3C=CC(C4CC34)C2C(=O)N1c1cccc2ccccc12 (centres undefined) returned ELG1 genotoxic 4%, NPC1 prom act 14%, RORgamma inh -1%, BRCA1 expr up 53%, TRPV1 agonist 5, p53 reactivation 1%, Tb PFK block -10%, VP16 counter 1%, FLuc counter 6.7µM*, ELG1 DNA repair inconclusive and Rab9 promoter act 10%.
Screening COC(=O)C1CCN(C(=O)COC(=O)c2cccc(NS(=O)(=O)c3ccccc3)c2)CC1 returned ELG1 genotoxic -3%, NPC1 prom act 6%, BRCA1 expr up -1%, TRPV1 agonist -3, p53 reactivation 13%, Tb PFK block 25%, FLuc counter 0%, ELG1 DNA repair 6% and Rab9 promoter act 0%.
Screening CC(=O)c1cc2c(cc1NC(=O)CSc1ccc(S(=O)(=O)N(C)C)cn1)OCO2 returned ELG1 genotoxic -2%, NPC1 prom act 1%, BRCA1 expr up -14%, TRPV1 agonist 6, p53 reactivation -4%, Tb PFK block -10%, FLuc counter 8%, ELG1 DNA repair inconclusive and Rab9 promoter act -2%.
For O=C(Nc1cc(Cl)cc(Cl)c1)C1CCC(=O)N1Cc1ccccc1Cl (centres undefined) the results were ELG1 genotoxic -16%, NPC1 prom act -4%, RORgamma inh inconclusive, BRCA1 expr up -17%, TRPV1 agonist -3, p53 reactivation -15%, Tb PFK block 2%, VP16 counter 16µM*, FLuc counter -2%, ELG1 DNA repair -7% and Rab9 promoter act 0%.
COc1ccc(C2CC(c3ccc(Br)cc3)=NN2C(=O)CCC(=O)O)cc1OC (centres undefined) was read as ELG1 genotoxic 3%, NPC1 prom act -1%, RORgamma inh 15%, BRCA1 expr up 7%, TRPV1 agonist -1, Tb PFK block 0%, VP16 counter -1%, FLuc counter -1%, ELG1 DNA repair 16% and Rab9 promoter act -3%.
COc1ccc(S(=O)(=O)Nc2cccc3c2O[C@H](CN(C)Cc2ccncc2)[C@@H](C)CN([C@H](C)CO)C3=O)cc1 was read as ELG1 genotoxic 7%, BRCA1 expr up -17%, p53 reactivation 0%, Tb PFK block 1% and ELG1 DNA repair 2%.
CC(=O)N1CCN(C(=O)CCc2c[nH]c3ccccc23)CC1 was read as ELG1 genotoxic 3%, NPC1 prom act 1%, RORgamma inh -21%, BRCA1 expr up -5%, TRPV1 agonist 2, p53 reactivation 6%, Tb PFK block -1%, VP16 counter -2%, FLuc counter 0%, ELG1 DNA repair 17% and Rab9 promoter act 1%.
COCCN(C(=O)CSc1nc2nc(C)cc(C)n2n1)c1c(N)n(Cc2ccccc2)c(=O)[nH]c1=O was read as ELG1 genotoxic 0%, NPC1 prom act -5%, RORgamma inh -8%, BRCA1 expr up 5%, TRPV1 agonist 1, p53 reactivation -3%, Tb PFK block -2%, VP16 counter -9%, FLuc counter 0%, ELG1 DNA repair 5% and Rab9 promoter act -8%.
`CCOC(=O)N1CCN(C(=O)c2cccn3c(=O)c4cc(Br)ccc4nc23)CC1` gave ELG1 genotoxic 3%, NPC1 prom act 2%, RORgamma inh 5%, BRCA1 expr up -56%, TRPV1 agonist -2, p53 reactivation 4%, Tb PFK block -3%, VP16 counter -2%, FLuc counter 1%, ELG1 DNA repair 1% and Rab9 promoter act -4%.
`CCC(=O)NC(=S)Nc1cc(C(=O)O)ccc1OC` gave ELG1 genotoxic 4%, NPC1 prom act -1%, RORgamma inh 7%, BRCA1 expr up -8%, TRPV1 agonist 17, p53 reactivation 0%, Tb PFK block 0%, VP16 counter 3%, FLuc counter -3%, ELG1 DNA repair 16% and Rab9 promoter act 2%.
`Cc1cc(C)cc(Nc2nc3ccccc3c(=O)[nH]2)c1` gave ELG1 genotoxic -3%, NPC1 prom act 2%, RORgamma inh -41%, BRCA1 expr up 7%, TRPV1 agonist 2, p53 reactivation 1%, Tb PFK block -2%, VP16 counter -1%, FLuc counter inconclusive, ELG1 DNA repair 12% and Rab9 promoter act 12%.
Screening O=[N+]([O-])c1ccc(S(=O)(=O)Nc2ccncc2)cc1 returned ELG1 genotoxic 0%, NPC1 prom act 1%, RORgamma inh -4%[1.91 µM], BRCA1 expr up -17%, TRPV1 agonist 0, Tb PFK block 1%, VP16 counter 15%, FLuc counter -1%, ELG1 DNA repair 14% and Rab9 promoter act 13%.
`CCN1C(=O)/C(=C2/C=CC=CN2C)SC1=S` gave ELG1 genotoxic -3%, NPC1 prom act 1%, RORgamma inh 3%, BRCA1 expr up 14%, TRPV1 agonist 2, p53 reactivation 9%, Tb PFK block 1%, VP16 counter 1%, FLuc counter -7%, ELG1 DNA repair 20% and Rab9 promoter act 2%.

The last 2 entries of the section above open the next one.
Screening O=[N+]([O-])c1ccc(S(=O)(=O)Nc2ccncc2)cc1 returned ELG1 genotoxic 0%, NPC1 prom act 1%, RORgamma inh -4%[1.91 µM], BRCA1 expr up -17%, TRPV1 agonist 0, Tb PFK block 1%, VP16 counter 15%, FLuc counter -1%, ELG1 DNA repair 14% and Rab9 promoter act 13%.
`CCN1C(=O)/C(=C2/C=CC=CN2C)SC1=S` gave ELG1 genotoxic -3%, NPC1 prom act 1%, RORgamma inh 3%, BRCA1 expr up 14%, TRPV1 agonist 2, p53 reactivation 9%, Tb PFK block 1%, VP16 counter 1%, FLuc counter -7%, ELG1 DNA repair 20% and Rab9 promoter act 2%.
COc1ccc(OCC(=O)Nc2ccc(S(=O)(=O)N3CCN(C)CC3)cc2)cc1 was read as ELG1 genotoxic -3%, NPC1 prom act -7%, RORgamma inh 5%, BRCA1 expr up -3%, TRPV1 agonist -3, p53 reactivation -2%, Tb PFK block -4%, VP16 counter 5%, FLuc counter 5%, ELG1 DNA repair -17% and Rab9 promoter act 1%.
COc1ccc(-c2cn(-c3ccccc3)c(=S)[nH]2)cc1OC was read as ELG1 genotoxic inconclusive, NPC1 prom act -31%[inhibitor], RORgamma inh 5.6µM*, BRCA1 expr up 58%, TRPV1 agonist -1, p53 reactivation 17%, Tb PFK block -24%, VP16 counter 11µM*, FLuc counter inconclusive, ELG1 DNA repair inconclusive and Rab9 promoter act -28%.
`CCCN1CCC(=O)N([C@H](CSc2ccc(Br)cc2)Cc2ccccc2)CC1` gave ELG1 genotoxic -7%, NPC1 prom act -3%, RORgamma inh 36%, BRCA1 expr up -30%, TRPV1 agonist inconclusive, p53 reactivation 4%, Tb PFK block 0%, VP16 counter 5%, FLuc counter 1%, ELG1 DNA repair -2% and Rab9 promoter act -8%.
CCN(CC)S(=O)(=O)c1ccc(NC(=O)C(C)N(c2ccc(OC)cc2)S(C)(=O)=O)cc1 (centres undefined) was read as ELG1 genotoxic 1%, NPC1 prom act 13%, RORgamma inh 3%, BRCA1 expr up -49%, TRPV1 agonist -3, p53 reactivation -4%, Tb PFK block -6%, VP16 counter -9%, FLuc counter -2%, ELG1 DNA repair inconclusive and Rab9 promoter act -1%.
`COCCCn1c(SCC(=O)N(C)C)nnc1-c1ccccc1` gave ELG1 genotoxic 0%, NPC1 prom act -3%, RORgamma inh -7%, BRCA1 expr up 0%, TRPV1 agonist -1, p53 reactivation 3%, Tb PFK block 2%, VP16 counter -3%, FLuc counter 3%, ELG1 DNA repair 7% and Rab9 promoter act 0%.
For CCCc1oc(C(=O)O)cc1CN the results were ELG1 genotoxic 0%, NPC1 prom act -2%, RORgamma inh -16%, BRCA1 expr up 0%, TRPV1 agonist -7, p53 reactivation -4%, Tb PFK block -2%, VP16 counter -9%, FLuc counter 1%, ELG1 DNA repair 0% and Rab9 promoter act -6%.
`NC(=O)C1CCN(C(c2ccccc2Cl)c2nnnn2CC2CCCO2)CC1` (centres undefined) gave ELG1 genotoxic 1%, NPC1 prom act 0%, RORgamma inh -15%, BRCA1 expr up -16%, TRPV1 agonist 0, p53 reactivation 5%, Tb PFK block -2%, VP16 counter -2%, FLuc counter 1%, ELG1 DNA repair -3% and Rab9 promoter act 0%.
